Compound activity from PubChem.
Shn3 inh set2 – reduction of Shn3 3'UTR firefly luciferase signal, primary screen, Schnurri-3 inhibitor project, cell-based, Clone20 osteoblasts, set 2 | actives 0.52% (n = 360,000) | inhibition, % at 12.5 µM | Clone20 osteoblast Shn3 3'UTR firefly luciferase, 24 h;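 active means mean inhibition of at least 75% with every replicate also reaching 75%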;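 further: 0% = median of neutral control wells and 100% = pilot-screen positive control compound; some compounds past the cut are filed as inactive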
NR2E3 ag-1 – inhibitors of NR2E3-RetCOR corepressor binding, primary screen, NR2E3 agonist project, biochemical, TR-FRET, GST-NR2E3, biotin-RetCOR; inhibition of corepressor binding, % at 4.78 µM; AID 2300, 2010; Photoreceptor-specific nuclear receptor (Homo sapiens), Q9Y5X4; 1536-well; actives 0.12% (n = 320,000);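 active means percent inhibition above the cutoff of mean plus 3 SD of all tested compounds, set per screening campaign, cut at about 20% in these data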;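 further: 0% = DMSO wells and 100% = biotin wells as full block of FRET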
Target sequence (Q9Y5X4 whole entry, looked up): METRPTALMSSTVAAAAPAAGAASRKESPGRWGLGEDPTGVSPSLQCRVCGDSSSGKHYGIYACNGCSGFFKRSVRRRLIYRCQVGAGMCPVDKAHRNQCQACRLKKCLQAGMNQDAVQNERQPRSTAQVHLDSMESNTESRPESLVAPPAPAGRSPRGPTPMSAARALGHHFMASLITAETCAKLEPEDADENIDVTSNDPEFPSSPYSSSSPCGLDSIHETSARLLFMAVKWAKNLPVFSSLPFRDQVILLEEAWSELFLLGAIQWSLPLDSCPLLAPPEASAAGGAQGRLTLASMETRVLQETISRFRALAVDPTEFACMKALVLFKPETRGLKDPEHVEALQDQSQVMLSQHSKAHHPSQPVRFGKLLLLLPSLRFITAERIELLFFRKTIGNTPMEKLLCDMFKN
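Material: NR2E3–RetCOR corepressor complex / Incubation: Compound–protein incubation for 5 h at 4 °C / Dosing: compound at 4.8 µM, single dose / Detection: time-resolved FRET / Benchmarks: high control biotin, low control 0.6% DMSO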
PDI inh – inhibitors of human PDI, primary screen, biochemical, turbidity, single point, plate reader; actives 0.052% (n = 350,000); PDI insulin aggregation turbidity, A650, 90 min; inhibition, % at 10 µM; AID 588391, 2011;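 active means mean inhibition across replicates of 30% or more, whatever share of single replicates reach that level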;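 further: absorbance from insulin aggregation driven by PDI reduction with DTT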
Target sequence (P07237 whole entry, looked up): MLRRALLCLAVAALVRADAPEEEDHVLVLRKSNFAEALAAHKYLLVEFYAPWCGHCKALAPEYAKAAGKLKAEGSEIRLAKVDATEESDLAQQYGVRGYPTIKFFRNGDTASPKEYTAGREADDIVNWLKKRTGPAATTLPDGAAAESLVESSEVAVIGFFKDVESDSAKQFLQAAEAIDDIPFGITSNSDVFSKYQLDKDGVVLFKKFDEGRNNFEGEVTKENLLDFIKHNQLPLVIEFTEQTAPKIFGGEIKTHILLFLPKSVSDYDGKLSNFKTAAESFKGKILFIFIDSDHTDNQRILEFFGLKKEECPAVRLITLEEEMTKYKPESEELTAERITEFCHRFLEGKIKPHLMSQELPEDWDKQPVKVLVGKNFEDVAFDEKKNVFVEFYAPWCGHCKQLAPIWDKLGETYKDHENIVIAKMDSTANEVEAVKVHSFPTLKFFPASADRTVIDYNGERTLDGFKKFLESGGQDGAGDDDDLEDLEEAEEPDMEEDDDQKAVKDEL
KKLEB tox – cytotoxicity in KKLEB CF airway cells, primary screen, cytotoxicity control for CF NF-kB inhibitor project, cell-based, uHTS, fluorescence assay plates; KKLEB CF airway cells viability, ATPlite luminescence, overnight; hits give low values; cells stimulated with P. aeruginosa culture filtrate; activity change (cytotoxicity), % at 5 µM; actives 0.36% (n = 360,000); AID 602141, 2011;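 active means corrected activity change at or below -50% at 5 µM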
CF NFkB inh – inhibitors of PAF-induced NF-kB signaling, primary screen, cell-based, GFP fluorescence, uHTS; inhibition, % at 5 µM; KKLEB NF-kB-GFP reporter, GFP fluorescence overnight; actives 0.86% (n = 360,000);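 active means at least 50% inhibition at 5 µM, scaled per plate between neutral and stimulator controls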;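 further: PAF is a Pseudomonas aeruginosa culture filtrate used as stimulus; plate controls were PAF-stimulated DMSO wells for no effect and unstimulated DMSO wells for full effect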
Vif inh – HIV Vif self-association inhibitors, primary screen, imaging, HEK293T, single point; HEK293T cells, Vif self-association by quenched fluorescence, 24 h; inhibition, % at 7.49 µM; actives 0.35% (n = 340,000); in the data active means inhibition above about 50%, passing the limit was not always enough; further: some results filed as inactive read as strong as hits
Peg3 promoter – Peg3 promoter-driven luciferase inhibitors, primary screen, cell-based, HeLa, luciferase luminescence | inhibition, % at 20 µM | HeLa PEG-Prom luciferase reporter, overnight | actives 1.7% (n = 360,000);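 active means inhibition of at least 50% at 20 µM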
HIF-2a block – HIF-2a reporter inhibitors, primary screen, luminescence, 786-0 RCC cells | actives 0.72% (n = 360,000) | inhibition, % at 18.8 µM | 786-0 RCC cells HIF-2a reporter, luciferase luminescence, overnight;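 active means inhibition of the luminescence signal of 40% or more relative to plate controls, in a single-dose primary screen at 18.75 µM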
NR2E3 ag-2 – NR2E3 agonists in two-hybrid cells, primary screen, cell-based, luminescence, CHO-S, Gal4-NCOR/VP16-NR2E3; actives 0.35% (n = 360,000); Photoreceptor-specific nuclear receptor (Homo sapiens), Q9Y5X4; inhibition of corepressor binding, % at 3.98 µM; AID 602229, 2012; luciferase;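 active means inhibition above the mean of all tested compounds plus 3 SD, cut at about 70% in these data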;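 further: 0% = DMSO with NR2E3 transfected cells and 100% = cells lacking NR2E3 construct; higher means lower luciferase signal from less NR2E3 corepressor binding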
TRPM1 prom inh – inhibitors of MITF-dependent TRPM1 promoter reporter, primary screen, cell-based, SK-MEL-5, single point, luciferase | AID 488899, 2010 | inhibition, % at 12.5 µM | SK-MEL-5 TRPM1 promoter luciferase, 24 h | actives 0.83% (n = 330,000);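 active means mean inhibition across replicates of 60% or more, whatever share of single replicates reaches that level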; further: values of inactives mirror those of a sister screen read the other way
CaV13 FRET inh – Primary screen for inhibitors of IQ motif and Ca2+-dependent inactivation inhibitor domain binding in CACNA1D, Förster resonance energy transfer in living cells, …; HEK cells, CFP/YFP FRET ICDI-IQ, plate reader, 10 min; percent FRET-ratio fall versus neutral wells; inhibition, % at 12.3 µM; actives 0.098% (n = 340,000); AID 743397;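 active means mean replicate inhibition of at least 30% and at least 1% of replicates passing that level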;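 further: 0% = median of the neutral control wells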
The depositor's hits bear a star; nt = not tested or not shown.

SMILES	Shn3 inh set2	NR2E3 ag-1	PDI inh	KKLEB tox	CF NFkB inh	Vif inh	Peg3 promoter	HIF-2a block	NR2E3 ag-2	TRPM1 prom inh	CaV13 FRET inh
O=C(Cc1c(F)cccc1Cl)NNC(=O)c1ccncc1	10	3	14	-3	8	-6	17	11	2	-1	-6
CC(C)CN1CCC(=O)N(CCC#N)CC1	-5	2	3	8	-4	4	-8	12	17	-6	-5
Cc1cc(C(=O)N/N=C/C(Cl)=C/c2ccccc2)c(C)o1	nt	-3	8	2	-7	-2	-121	-220	-32	-13	8
COc1ccc2cc(C[C@@H]3CC[C@@H](CO)O3)ccc2c1	-103	nt	1	12	-20	-5	-258	-216	-172	-120	-7
CC(=O)c1ccc(NC(=S)NC(=O)/C=C/c2ccc(F)cc2)cc1	-21	6	-38	6	6	nt	-13	-48	11	-14	nt
O=C(OCC(=O)N1CCCC1)c1cc([N+](=O)[O-])ccc1Cl	-2	3	6	-5	-9	3	3	-8	-4	1	-4
COC(=O)CCC(=O)N1CCc2cc(S(=O)(=O)N3CCN(c4ccccc4Cl)CC3)ccc21	20	nt	-8	2	3	1	6	16	9	3	-2
Cc1cc(C(=O)NC2CCCc3c2cnn3-c2ccccc2F)nc(C)n1 (configuration not stated)	16	2	9	-21	-8	0	23	10	-14	17	-2
CSCCC(NS(=O)(=O)c1ccc(Cl)cc1)C(=O)OCC(=O)c1ccc(F)cc1 (configuration not stated)	-1	-2	12	11	-9	0	10	23	-16	10	-14
COc1ccc(OC)c(C2c3c(oc4ccccc4c3=O)C(=O)N2CCCN(C)C)c1 (configuration not stated)	-4	3	2	-3	7	-16	-1	8	-8	-2	-5

5 of these compounds, set out differently:
structure,Shn3 inh set2,NR2E3 ag-1,PDI inh,KKLEB tox,CF NFkB inh,Vif inh,Peg3 promoter,HIF-2a block,NR2E3 ag-2,TRPM1 prom inh,CaV13 FRET inh
CC(=O)c1ccc(NC(=S)NC(=O)/C=C/c2ccc(F)cc2)cc1,-21,6,-38,6,6,nt,-13,-48,11,-14,nt
O=C(OCC(=O)N1CCCC1)c1cc([N+](=O)[O-])ccc1Cl,-2,3,6,-5,-9,3,3,-8,-4,1,-4
COC(=O)CCC(=O)N1CCc2cc(S(=O)(=O)N3CCN(c4ccccc4Cl)CC3)ccc21,20,nt,-8,2,3,1,6,16,9,3,-2
Cc1cc(C(=O)NC2CCCc3c2cnn3-c2ccccc2F)nc(C)n1 (configuration not stated),16,2,9,-21,-8,0,23,10,-14,17,-2
CSCCC(NS(=O)(=O)c1ccc(Cl)cc1)C(=O)OCC(=O)c1ccc(F)cc1 (configuration not stated),-1,-2,12,11,-9,0,10,23,-16,10,-14

Further results follow.
SMILES	Shn3 inh set2	NR2E3 ag-1	PDI inh	KKLEB tox	CF NFkB inh	Vif inh	Peg3 promoter	HIF-2a block	NR2E3 ag-2	TRPM1 prom inh	CaV13 FRET inh
Cc1ccc(-c2nc(CS(=O)(=O)CC(=O)N3CCc4ccccc4C3)c(C)o2)cc1	-9	3	nt	16	8	-6	25	-1	36	nt	-1
COc1ccc(OC)c(NS(=O)(=O)c2ccc3c(c2)C(C)(C)C(=O)N3C)c1	-15	0	nt	0	10	12	2	-7	-6	nt	nt
CCOc1ccccc1N(CC(=O)NC1CCCCC1)S(=O)(=O)c1ccccc1	11	-3	-2	-4	6	2	21	16	21	-3	-4
CCOC(=O)COc1ccccc1/C=C1/NC(=O)NC1=O	15	1	23	-1	8	-3	5	14	-5	14	-18
CC(Sc1ncnc2sc(-c3ccccc3)cc12)C(=O)NCC1CCCO1 (configuration not stated)	-6	1	-1	-7	10	-3	-18	-65	-15	-16	-14
CCOC(=O)c1cnc2ccccc2c1NCCO	15	1	4	3	3	1	12	13	-5	0	nt
O=C(N/C(=C/c1cccnc1)C(=O)N1CCOCC1)c1ccccc1Cl	3	2	-3	5	-19	-6	5	18	9	-1	-5
CCN(CC)Cc1c(C(=O)N/N=C/c2cccs2)nnn1-c1nonc1N	-5	-1	-3	-2	-6	3	-3	4	-5	1	-2
O=C1C(Cl)=C(N2CCOCC2)C(=O)N1c1ccccc1F	1	0	6	-9	12	0	4	7	-4	13	-8
COc1cnc(-c2ccccn2)nc1Sc1ccc(C)cc1	23	1	-2	5	-2	1	-13	-50	94*	5	-4
CCn1c(SCC(=O)c2ccc(Br)cc2)nnc1C(C)NC(=O)Cc1ccc(OC)cc1 (configuration not stated)	2	0	8	7	-8	0	18	8	-17	9	-4
Cc1ccc(C2=NS(=O)(=O)N(C)C(C(=O)N3CCOCC3)=C2)cc1	14	3	nt	14	12	nt	12	8	-4	6	5
O=C(NCc1ccccc1Cl)C1CCCN1S(=O)(=O)c1ccccc1F (configuration not stated)	2	-1	6	-2	-9	2	9	4	10	0	-5
COC(=O)c1ccccc1C(=O)N(Cc1cccnc1)CC1CCCN(C2CCCCC2)C1 (configuration not stated)	6	1	2	-7	-5	-1	-27	-11	7	13	-12
CCOC(=O)C1CCCN(C(=O)COc2ccc(N(C)S(=O)(=O)c3ccc(C)cc3)cc2)C1 (configuration not stated)	14	-1	2	-3	-10	7	14	0	-36	-13	-5
O=C(CSc1nncs1)Nc1ccc(Cl)cc1C(F)(F)F	7	-1	4	2	12	0	-1	3	-16	-6	-5
O=C(NC1CCCC1)C(c1ccccc1)N(C(=O)c1ccco1)C1CCCC1 (configuration not stated)	5	0	7	-1	-23	-4	20	21	-21	-7	-5
CN(C)c1ccc(C2NC(=O)c3ccccc3N2)cc1 (configuration not stated)	-75	4	0	-1	-8	-4	-102	-226	-144	-116	-4
CCOC(=O)CN1C(=O)C(=O)c2cc(C)ccc21	-7	2	-4	3	4	20	13	25	-3	-3	nt
O=C(NC1CCN(C(=S)NCc2ccco2)CC1)c1ccc(F)cc1	11	-3	3	1	0	-1	14	24	8	-5	-6
Nc1c(C(=O)NCc2ccco2)nnn1CC(=O)Nc1ccccc1	-1	0	-3	3	-7	10	12	10	7	-7	-4
O=C(Nc1ccc(N2CCCC2)cc1)c1ccc2ccccc2c1	-37	2	10	6	-2	11	-152	-171	-121	-45	-2
CC(OC(=O)C1=COCCO1)C(=O)c1ccc(C(C)(C)C)cc1 (configuration not stated)	-4	nt	0	-5	-6	-4	-35	-37	14	-26	-7
CCOC(=O)c1ccc(NC(=O)CSC(=S)N2CCOCC2)cc1	-4	3	7	-6	4	nt	-9	12	4	-9	3
COc1ccccc1Nc1nc2ccc(C)cc2n2cnnc12	-43	2	0	15	-26	-11	-110	-90	-9	-65	-21
O=C(O)Cn1c(SCCOc2ccccc2F)nc2ccccc21	-2	-4	-1	0	16	37	9	-1	-10	16	-3
Cc1ccc(S(=O)(=O)N2CCC(C(=O)NCCC3=CCCCC3)CC2)cc1C	4	3	5	3	-14	-21	-37	-52	6	-8	-2
CCOc1ccc(NS(=O)(=O)c2ccc3c(c2)CCN3C(=O)C2CCC2)cc1	21	4	8	-6	16	17	10	-26	9	9	-6
COc1ccccc1NC(=O)CSc1nncn1N	-94	nt	4	-9	13	-10	8	14	12	1	-12
CC(=O)c1ccc(NC(=S)N2CCN(c3cccc(Cl)c3)CC2)cc1	54	-2	-1	-4	18	-9	16	11	16	8	-4
CCCCCC(=O)Nc1ccc(C(=O)CN2C(=O)NC3(CCCCCC3)C2=O)cc1	3	0	-11	9	7	23	-9	-2	38	-9	-6
O=C(CCn1c(=O)c2cccn2c2cccnc21)NCc1cccc(Cl)c1	5	0	-6	-14	18	1	-4	-24	-25	-27	-7
CCOC(=O)/C(C#N)=C/c1c(N2CCN(c3ccc(OC)cc3)CC2)nc2c(C)cccn2c1=O	37	nt	-1	-3	17	-17	21	24	4	17	-19
OC(c1ccc(F)cc1)c1nc(-c2cccc(F)c2)cs1 (configuration not stated)	-24	nt	1	-6	-9	-7	-98	-128	-20	nt	-3
O=C(NCc1ccc2c(c1)OCO2)C1CCC(CNS(=O)(=O)c2ccc(Cl)cc2)CC1 (configuration not stated)	16	2	10	-18	3	1	10	-9	-16	7	-7
c1ccc(N2CCN(Cc3cn4cccnc4n3)CC2)cc1	-13	3	nt	11	-7	-3	-1	5	-20	nt	11
Cc1ccc(C(=O)NNC2=NC(C)(C)Cc3ccccc32)cc1	9	2	-3	5	-23	-5	0	2	-22	3	1
O=S(=O)(NC1CCCCCCC1)c1ccccc1	2	-4	-9	-1	3	1	13	18	-1	-5	-5
CCOC(=O)c1ccc(NC(=O)COC(=O)c2cccc(Oc3ccccc3)c2)cc1	-10	-2	17	13	-7	-1	-8	-5	-19	-3	3
CN(C)c1ccc(/C=N/NC(=O)CCC(=O)NCc2ccccc2)cc1	6	1	-8	5	-7	-3	1	1	-8	-17	-6
O=C1CCCC(=O)N1c1ccc(NCCOCCO)c([N+](=O)[O-])c1	-11	0	-4	1	-4	-6	-52	-2	-1	-2	-4
COc1ccc(S(=O)(=O)N2CCCC(C(=O)NC3CCCCC3)C2)cc1 (configuration not stated)	-7	1	-1	5	0	nt	13	10	12	3	0
O=C(NCC1COc2ccccc2O1)C1CCN(S(=O)(=O)c2ccc(Cl)cc2)CC1 (configuration not stated)	1	-1	-5	-27	2	30	8	8	-2	1	-4
O=C(CN(Cc1ccc(F)cc1)C(=O)Cn1nnc2ccccc21)NCC1CCCO1 (configuration not stated)	0	-1	0	-1	-3	nt	6	0	-8	13	-15
CC(=O)c1cccc(NS(=O)(=O)c2cc(OCC(N)=O)c(C)cc2Cl)c1	-3	0	0	3	-2	4	16	14	-15	11	-6
COCCN(C(=O)c1cc(-c2ccncc2)nc2ccccc12)c1c(N)n(CC(C)C)c(=O)[nH]c1=O	-22	1	0	7	-21	3	-9	4	-9	-3	-16
O=C(NCCc1ccccc1)c1ccc2nc(N3CCOCC3)sc2c1	-4	2	-15	-11	-10	5	-49	-92	-42	nt	-7
CN(C)C=Nc1nonc1-c1ccc(Cl)cc1	14	-2	-7	-18	5	0	4	-7	-7	1	-3
CCOC(=O)c1c(CN2CCCCC2)n(C)c2cc(Br)c(O)c(CN(C)C)c12	12	4	-2	-3	8	nt	-3	10	1	-7	nt
O=C(Nc1ccccc1NC(=O)NC1CCCCC1)NC1CCCCC1	7	-3	2	-1	14	-7	29	-46	0	33	-9
COc1ccc(C(C)(C)C)cc1NC(=O)Nc1ccc2c(c1)OCO2	-2	2	-3	10	45	-12	-2	-23	21	-8	-3
O=C(O)CC(CNS(=O)(=O)c1cccc2nsnc12)c1ccccc1 (configuration not stated)	-1	2	3	-5	2	3	-5	11	-6	-1	0
